Compound activity (PubChem BioAssay)
TNAP act hi DEA: activators of human TNAP at high phosphate acceptor concentration | AID 1136 | P05186 | purified TNAP, CDP-star luminescence, 1 M DEA, 30 min; hits give high values; 0 = EDTA background, 1 = DMSO-only activity | 200,000 tested, under 10 active | activation factor at 20 µM;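 active = activation factor at least 2 at 20 µM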
Target sequence (P05186 whole entry, looked up): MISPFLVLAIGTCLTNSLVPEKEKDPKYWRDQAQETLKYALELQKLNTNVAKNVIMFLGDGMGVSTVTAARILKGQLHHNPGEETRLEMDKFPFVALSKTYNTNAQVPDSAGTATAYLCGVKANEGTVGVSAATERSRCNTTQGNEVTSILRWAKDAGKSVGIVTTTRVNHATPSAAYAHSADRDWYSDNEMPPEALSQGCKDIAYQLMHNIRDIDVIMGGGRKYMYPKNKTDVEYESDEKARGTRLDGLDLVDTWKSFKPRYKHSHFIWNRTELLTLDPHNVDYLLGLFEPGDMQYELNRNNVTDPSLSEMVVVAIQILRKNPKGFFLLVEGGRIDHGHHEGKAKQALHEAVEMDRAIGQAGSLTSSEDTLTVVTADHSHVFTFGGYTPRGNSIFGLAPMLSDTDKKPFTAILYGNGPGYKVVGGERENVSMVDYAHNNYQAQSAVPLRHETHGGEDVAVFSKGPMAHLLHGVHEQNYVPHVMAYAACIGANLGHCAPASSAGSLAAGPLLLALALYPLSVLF
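Test system – human TNAP · Doses – 20 µM single point · Incubation – 30 min, room temperature · Signal – luminescent substrate turnover signal · Read-out basis – activation factor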
PMI act satM6P: increases human PMI activity with near-saturating mannose 6-phosphate | 0.34% of 190,000 active | activation factor at 20 µM | P34949 | coupled PMI enzyme assay, resazurin fluorescence, 20 min; hits give high values; 1 = untreated enzyme, 0 = substrate-free blank;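 active = activation factor of 2 or more at 20 µM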
Target sequence (P34949 whole entry, looked up): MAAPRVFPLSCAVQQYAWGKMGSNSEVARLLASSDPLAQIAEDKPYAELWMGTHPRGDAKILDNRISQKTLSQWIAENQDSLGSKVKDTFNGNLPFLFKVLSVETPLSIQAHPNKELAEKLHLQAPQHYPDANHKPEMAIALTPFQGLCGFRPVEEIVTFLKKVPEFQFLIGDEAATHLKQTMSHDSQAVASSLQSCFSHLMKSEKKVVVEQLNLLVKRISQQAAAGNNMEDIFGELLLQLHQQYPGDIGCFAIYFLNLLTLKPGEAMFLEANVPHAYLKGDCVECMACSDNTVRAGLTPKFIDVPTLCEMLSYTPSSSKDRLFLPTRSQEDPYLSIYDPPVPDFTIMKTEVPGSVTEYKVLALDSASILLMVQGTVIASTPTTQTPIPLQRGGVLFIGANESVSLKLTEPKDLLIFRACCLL
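Test system: human phosphomannose isomerase with PGI, G6PDH, diaphorase coupling enzymes / Doses: 20 µM compound, 1% DMSO / Times: enzyme reaction with compound 20 min at room temperature / Measured by: Diaphorase-driven resazurin-to-resorufin fluorescence, excitation 544, emission 590 nm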
TNAP inh hi DEA: blocks human TNAP under high phosphate acceptor concentration; P05186; purified TNAP, CDP-star luminescence, 1 M DEA; inhibition, % at 20 µM; 0.03% of 200,000 active;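 active = over 50% inhibition of tissue-nonspecific alkaline phosphatase at 20 µM in the single-dose screen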;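 note: plate controls were DMSO wells for no effect and EDTA-quenched wells as full inhibition for full effect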
G6PDH CS: inhibits Leuconostoc G6PDH, flagging false hits in G6PDH-based assays; Purified L. mesenteroides G6PDH, diaphorase/resazurin coupled fluorescence, 45 min; inhibition, % at 5 µM; 0.12% of 200,000 active; in the data active = inhibition above about 50%
PMI activator: increases human mannose-6-phosphate isomerase activity; P34949; purified human PMI, coupled resazurin fluorescence, 20 min; hits give high values; 1 = vehicle control, 0 substrate-free wells; activation factor at 20 µM; 0.005% of 190,000 active;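 active = activation factor of 2 or more at 20 µM, relative to plate controls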
Efa HMGR inh: E. faecalis class II HMG-CoA reductase inhibition | purified E. faecalis HMGR, NADPH absorbance 340 nm kinetic | inhibition, % at 10 µM | 0.41% of 190,000 active | AID 1066;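 active = inhibition above a set limit, the median over all tested compounds plus 3 SD, cut at about 9.5% in these data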;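 note: enzyme runs in reverse so mevalonate oxidation gives rising NADPH absorbance; 0% = complete reaction with DMSO and 100% = background rate lacking mevalonate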
Diaphorase inh: counter-screen for diaphorase-based assays: diaphorase inhibitors and chemical oxidizers; diaphorase resazurin-to-resorufin fluorescence, NADH, 16 min; bacterial (C. kluyveri) enzyme, not human; inhibition, % at 20 µM; 0.69% of 190,000 active;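 active = primary screen inhibition at 20 µM above a set limit, cut at about 50% in these data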;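 note: plate controls were DMSO with full reaction for no effect and wells lacking NADH for full effect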
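Assay system: diaphorase enzyme from Clostridium kluyveri; Input: enzyme working solution with 0.14 U/mL diaphorase; Timing: 16 min at room temperature; Technique: resorufin fluorescence, excitation 544 nm, emission 590 nm; Benchmarks: positive control minus NADH, DMSO neutral control.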
TNAP inh noacc: TNAP (human) inhibition, acceptor-free conditions. P05186. purified TNAP, CDP-star luminescence, 30 min. inhibition, % at 20 µM. 0.26% of 200,000 active;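 active = tissue-nonspecific alkaline phosphatase inhibition above about 50% at 20 µM in the single-dose screen, limit read from the data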;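 note: 0% = DMSO negative control and 100% = EDTA positive control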
Diaphorase act: activates diaphorase or chemically reduces, flagging diaphorase assay artifacts. Diaphorase/resazurin coupled assay, resorufin fluorescence, 16 min; hits give high values; 1 = vehicle wells, 0 = NADH-free wells. activation factor at 20 µM. AID 1229. 0.005% of 190,000 active;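 active = diaphorase activity raised at least twofold by the compound at 20 µM; inactive = activation factor below 2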
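Test system: Clostridium kluyveri diaphorase, purified enzyme; input: enzyme 0.07 U/mL final; buffer or medium: 50 mM HEPES pH 7.4 with 4.542 mM MgCl2, 0.005% Tween 20; also added: 0.114 mM NADH and 0.1 mM resazurin, final amounts; schedule: 16 min enzyme reaction, ambient temperature; technique: fluorescence of resorufin, 544 nm excitation, 590 nm emission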
FLuc stim CS: affects firefly luciferase, flagging false hits in luciferase stimulation screens. P08659. ATPlite luciferase biochemical, luminescence, 10 min; 0 = ATP-free wells, 1 = DMSO control. activation factor at 10 µM. 200,000 tested, under 10 active. AID 1027;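 active = luciferase activation factor, scaled between plate controls, of at least 2 with compound at 10 µM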
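Assay system: Luciferase/luciferin detection reagent, cell-free biochemical luciferase assay / Read-out: luciferase activation / Benchmarks: No-ATP low control, compound-free enzyme-plus-ATP high control / Medium: PBS buffer for ATP / Detection: luminescence measurement of luciferase light output / Schedule: 10 min at ambient temperature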
Numbers without * were called inactive.

A first look, four compounds:
mol	TNAP act hi DEA	PMI act satM6P	TNAP inh hi DEA	G6PDH CS	PMI activator	Efa HMGR inh	Diaphorase inh	TNAP inh noacc	Diaphorase act	FLuc stim CS
CCOc1ccccc1C1N(c2ccc(F)cc2)C(=O)C2CCCN21 (configuration not stated)	1	0.9	2	10	1	-2	6	-6	0.9	1
CCOC(=O)C1=C(C)Nc2nnnn2C1c1ccc(OC)c(Br)c1 (configuration not stated)	1	1	-3	5	1	-6	6	-5	0.9	1
COc1cc(O)c(CCC(=O)c2cc(OC)c(OC)c(OC)c2)c(OC)c1	1	0.9	-4	10	1	-1	14	-8	0.9	1.1
CC(=O)c1cccc(NS(=O)(=O)c2ccc(N/C=C\C(=O)c3ccc(F)cc3)cc2)c1	1	0.9	1	3	0.9	-8	19	9	0.8	1

This part in full, previewed entries included:
mol	TNAP act hi DEA	PMI act satM6P	TNAP inh hi DEA	G6PDH CS	PMI activator	Efa HMGR inh	Diaphorase inh	TNAP inh noacc	Diaphorase act	FLuc stim CS
CCOc1ccccc1C1N(c2ccc(F)cc2)C(=O)C2CCCN21 (configuration not stated)	1	0.9	2	10	1	-2	6	-6	0.9	1
CCOC(=O)C1=C(C)Nc2nnnn2C1c1ccc(OC)c(Br)c1 (configuration not stated)	1	1	-3	5	1	-6	6	-5	0.9	1
COc1cc(O)c(CCC(=O)c2cc(OC)c(OC)c(OC)c2)c(OC)c1	1	0.9	-4	10	1	-1	14	-8	0.9	1.1
CC(=O)c1cccc(NS(=O)(=O)c2ccc(N/C=C\C(=O)c3ccc(F)cc3)cc2)c1	1	0.9	1	3	0.9	-8	19	9	0.8	1
Cc1cc(C)nc(N2CCCC(C(=O)NCCc3cccc(F)c3)C2)n1 (configuration not stated)	1	1	0	6	1	-1	9	-1	0.9	1.1
Cc1sc(NC(=O)C2CC(Cl)=CCC2C(=O)O)c(C#N)c1C (configuration not stated)	1.1	1.2	-5	0	1.2	0	11	-16	0.9	1.1
CNCCCOc1cccc(Oc2ccccc2)c1	1	1.1	-2	10	1	-10	2	-8	1	1.1
Cc1ccc(Cn2ncc(C)c2N)o1	1	1	0	5	1	-4	11	-5	0.9	1.1
CCC(Sc1nnnn1-c1ccccc1)C(=O)Nc1nc2ccccc2s1 (configuration not stated)	1	0.9	0	14	0.9	-2	17	0	0.8	1.1
Oc1oc(-c2ccccc2)nc1C=Nc1ccccc1	1	1	1	12	1	-8	7	-4	0.9	0.9
Cc1nnc(NCc2ccncc2)c2ccccc12	1	1	-4	6	1	-2	-1	-3	1	1
N#Cc1ccc(NC(=O)Nc2ccc(Cl)cc2)cc1	1	1	2	-28	0.9	1	8	0	0.9	1
CCc1nnc(NC(=O)CSc2nc3ccccc3s2)s1	1.1	0.9	-6	-38	1	3	18	-11	0.8	1
O=C(NCc1cccs1)NC1CCCCC1	1.1	1	-8	0	1	-2	13	-14	0.9	0.9
Cc1ccc(Nc2nnc(SCc3ccccc3)s2)cc1	1	0.9	0	6	0.9	-3	6	0	0.9	1
CCCOc1ccc2oc(=O)c3c(c2c1)CCCN3C(=O)CN1CCN(C(=O)c2ccco2)CC1	1	1	-4	3	1	1	12	-11	0.9	1
COc1cccc(OC)c1C(=O)NC(=S)Nc1ccc2oc(=O)ccc2c1	1	0.9	2	-4	0.8	1	14	6	0.9	1
CCc1cc(C(=O)NNC(=S)NCc2ccccc2)cs1	1.1	1.1	-6	2	1.2	4	4	-188	1	1
O=C(Nc1ccncc1)c1cncc(Br)c1	1.1	1	-7	28	0.9	-1	16	-14	0.8	1
O=C(CCc1ccccc1)NNC(=O)Cc1ccc(Cl)cc1	1	1.1	-2	2	1.1	0	9	-3	0.9	1
CCC(=O)c1cc(F)c(N2CCN(S(=O)(=O)c3ccccc3)CC2)cc1C	1	0.9	-1	1	0.8	2	18	-4	0.8	1.1
O=C(Nc1ccccc1)C1CC(=O)N(C2CCCCC2)C1 (configuration not stated)	1	1.1	-1	5	1.1	3	-3	-11	1	1
CO/N=C(/CNC(=O)c1ccccc1Cl)c1ccc(Cl)cc1	1	0.9	-2	4	1	-1	-1	-8	1	1.1
Cc1ccc(NC(=O)COC(=O)C2CC(=O)N(Cc3ccccc3)C2)cc1F (configuration not stated)	1	1	-1	3	1.1	-3	3	-8	1	1.1
COc1ccc2[nH]cc(C(=O)CN3CCCCC3)c2c1	1.1	0.9	-6	4	1	0	-3	-5	1	1.1
O=[N+]([O-])c1cccc(/C=N/Nc2nc(N3CCCCC3)nc(N3CCCCC3)n2)c1	1	0.9	-2	8	1	0	12	-3	0.9	1
O=C(NCCCn1ccnc1)c1cc2ccccc2o1	1	1	-4	5	0.9	4	5	11	1	1
Cc1ccc(N(CC(=O)Nc2cc(Cl)ccc2Oc2ccccc2)S(C)(=O)=O)cc1C	1	0.9	-2	7	0.9	4	22	-14	0.8	1.1
O=C(c1ccc(-n2cnnn2)cc1)N1CCCCC1	1	1.1	-2	2	1.1	-2	4	-11	1	1.1
O=c1c2ccccc2c(C=Nc2cccc(S(=O)(=O)NCc3ccco3)c2)c(O)n1-c1ccc(Cl)cn1	1	0.9	-1	-32	0.8	-6	26	-4	0.7	1
COc1ccc(C(=O)NNC(=O)Cc2ccc([N+](=O)[O-])cc2)cc1	1	0.9	-2	-7	0.8	-2	14	-24	0.9	1
COC(=O)Cc1ccc(NC(=O)c2ccc(Br)o2)cc1	1	0.9	-1	-6	0.9	-2	3	-10	1	0.8
COc1ccc(S(=O)(=O)N(C)CC(=O)Nc2ccccc2C(F)(F)F)cc1Cl	1.1	1	-6	6	1	1	12	-10	0.9	1
CSCCC(NC(=O)c1ccc(Cl)cc1)C(=O)OCC(=O)c1ccc[nH]1 (configuration not stated)	1	0.9	0	-10	0.8	-7	22	-17	0.8	1
COc1cccc(NC(=O)N2CCCC2C(=O)Nc2ccc3c(c2)OCCO3)c1 (configuration not stated)	1	0.9	-3	1	1	2	17	-6	0.8	1
O=C(N=Nc1c(O)[nH]c2ccccc12)c1cc(NS(=O)(=O)c2cccs2)cc(NS(=O)(=O)c2cccs2)c1	1	1	3	-3	1	-2	16	20	0.8	1
COc1ccc(CNCCC(c2ccccc2)c2ccc3c(c2)OCO3)cc1 (configuration not stated)	1.1	1.1	-7	2	1.1	3	-8	-4	1.1	1
CCOc1cc(C)nc(N2CCC(C(=O)Nc3ccccc3OCC)CC2)n1	1.1	1	-11	11	1.1	-6	11	-16	0.9	1.1
O=C(COC(=O)COc1ccccc1)NC1CCCc2ccccc21 (configuration not stated)	1	0.9	-4	10	0.8	-5	12	-10	0.9	1
CC1=CC(=C(C#N)C#N)c2ccccc2N1C	1	0.8	2	5	1	-4	5	-7	1	1
COc1ccc(-n2nc3cc(C)c(NC(=O)c4cccnc4)cc3n2)cc1	1	1.1	-4	9	1	2	6	-6	0.9	0.5
Cc1ccc(C(=O)Oc2cccnc2)cc1[N+](=O)[O-]	1	1	0	5	1	-1	10	-10	0.9	1
CSCCC(C(=O)N1C[C@]2(C)C[C@H]1CC(C)(C)C2)N1C(=O)c2ccccc2C1=O (some centres not stated)	1	0.9	3	-1	0.9	2	16	-2	0.8	1
CC(=O)c1ccc(NC(=O)CSc2nnc(-c3ccoc3C)n2Cc2ccccc2)cc1	1.1	0.8	-7	-26	0.9	0	35	-10	0.6	1.1
CC(=O)c1cc(OC(=O)c2ccncc2)ccc1OC(=O)c1ccncc1	1	1	-1	-11	0.9	1	8	-7	0.9	1.1
O=C(Cc1cccs1)NCCCc1ccccc1	1	1.1	-1	7	1	1	13	0	0.9	1
O=C(O)c1ccccc1Sc1c([N+](=O)[O-])cc(C(F)(F)F)cc1[N+](=O)[O-]	1	1.1	3	5	1.1	6	11	14	0.9	1
CC(=O)N1N=C(c2ccc(Br)cc2)CC1c1cn(C)c2ccccc12 (configuration not stated)	1	0.9	-5	0	0.9	-4	31	0	0.7	1.1
COc1ccc(/C=C/C(=O)Nc2c(C)nn(C)c2C)cc1COc1ccc(Br)cc1	1	1.1	2	-1	0.9	-3	6	-7	0.9	1.1
O=C(NNc1cccc(Cl)n1)Nc1ccccc1Cl	1	1	-2	3	1	-2	14	-10	0.9	1
Cc1nc2ccccc2nc1OCC(=O)Nc1ccccc1	1.1	1	-8	6	1	-5	6	-12	0.9	1.1
CCCn1c(=O)[nH]c(=O)c2c1nc(-c1cccs1)n2CCOC	1	1	-2	6	1	1	9	-7	0.9	1
CC(=O)NCCCc1nc2ccccc2n1Cc1ccccc1C	1.1	1	-9	-1	1	4	9	-16	0.9	1.1
CC1=C(C(=O)N(C)C)C(c2ccc(N3CCOCC3)cc2)NC(=O)N1 (configuration not stated)	1	1	2	2	1.1	1	0	-4	1	1
CC(C)(C)c1ccc(OCCNC(=S)NC(=O)c2cccnc2)cc1	1.1	0.9	-7	0	0.9	-8	29	-17	0.7	1
Fc1cccc(/C=N/NC(=S)Nc2ccccc2Cl)c1	1	1.1	-3	-11	1.1	-3	5	-8	1	1.1
O=C(NC1(C(F)(F)F)N=C2SCCN2C1=O)c1cccnc1 (configuration not stated)	1	1.1	-4	13	1.1	-3	2	2	1	1.1
COc1ccc(NCC(=O)N/N=C/c2cc([N+](=O)[O-])ccc2N2CCCC2)cc1	0.9	0.7	13	0	0.9	3	29	12	0.7	1
CC1(C)CC(=O)C(CC2=C(O)CC(C)(C)CC2=O)C(=O)C1	1	1.1	3	-2	1.1	-4	4	-5	1	1
Cn1c(NC(=O)c2ccc(Br)o2)cc(=O)n(C)c1=O	1	1.1	-1	-2	1	-4	2	0	1	1
CCOc1cc(NC(=S)NCC2CCCO2)c(OCC)cc1NC(=O)c1cccc(F)c1 (configuration not stated)	1	0.5	1	22	0.8	-3	8	-4	0.9	1
OC(CNCCc1ccc(C(F)(F)F)cc1)COc1cccc2ccccc12 (configuration not stated)	1	0.9	0	9	0.9	-6	-4	-2	1	1
